# BoNT-F LC inh: BoNT F light chain protease inhibition. Multiplex microsphere protease cleavage assay, flow cytometry. actives 0.22% (n = 360,000). inhibition, % at 10 µM; in the data active means inhibition above about 35%, passing the limit was not always enough; inconclusive means no clear call, values can overlap the other calls; further: plate controls were buffer without enzyme for full effect and enzyme alone for no effect
# BoNT A protease: BoNT A light chain protease inhibition. actives 0.17% (n = 360,000). multiplex microsphere protease substrate cleavage, flow cytometry. inhibition, % at 10 µM; further: plate controls were buffer without enzyme for full effect and enzyme alone for no effect
# Anthrax LF inh2: blocks Bacillus anthracis lethal factor protease | P15917 | multiplex microsphere protease cleavage assay, LF | inhibition, % at 10 µM | actives 0.12% (n = 360,000) | AID 588501; further: plate controls were buffer without enzyme for full effect and enzyme alone for no effect
# FadD28 binding: M. tuberculosis FadD28 bisubstrate binding inhibition; inhibition, % at 12.5 µM; FadD28 bisubstrate probe binding, fluorescence polarization; actives 0.22% (n = 360,000); in the data active means inhibition above about 8.5%, passing the limit was not always enough; inconclusive means no clear call, values can overlap the other calls
# UGM FP inh: inhibitors of M. tuberculosis UDP-galactopyranose mutase; purified UGM, fluorescence polarization probe displacement; inhibition, % at 10 µM; actives 0.06% (n = 320,000); in the data active means inhibition above about 10%, passing the limit was not always enough; inconclusive means no clear call, values can overlap the other calls
# Target sequence (P9WIQ1 whole entry, looked up): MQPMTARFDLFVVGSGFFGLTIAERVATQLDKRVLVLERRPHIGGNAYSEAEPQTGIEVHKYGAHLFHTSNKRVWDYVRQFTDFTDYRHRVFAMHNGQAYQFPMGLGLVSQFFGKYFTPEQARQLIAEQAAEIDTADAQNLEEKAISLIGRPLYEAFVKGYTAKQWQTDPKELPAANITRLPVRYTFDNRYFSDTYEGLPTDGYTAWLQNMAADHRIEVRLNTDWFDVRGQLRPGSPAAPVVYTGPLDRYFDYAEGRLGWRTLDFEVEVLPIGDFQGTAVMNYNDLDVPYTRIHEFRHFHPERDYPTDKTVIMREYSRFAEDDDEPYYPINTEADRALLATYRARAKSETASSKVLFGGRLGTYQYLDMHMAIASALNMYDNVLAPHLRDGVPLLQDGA
# PfHsp40 yeast: rescue of PfHsp40-mediated yeast toxicity; S. cerevisiae expressing PfHsp40, growth rescue, ATP luminescence; growth rescue, % at 12.5 µM; actives 0.68% (n = 340,000); in the data active means growth rescue above about 28%, passing the limit was not always enough; inconclusive means no clear call, values can overlap the other calls;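 further: yeast W303a lacking pdr1 and pdr3 grown in galactose medium; growth measured after three days at 30 °C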
# FBA Mtb inh: inhibits M. tuberculosis FBA enzyme; AID 588726; inhibition, % at 1 µM; purified M. tuberculosis FBA, fluorescence read-out; actives 2.3% (n = 360,000); in the data active means inhibition above about 27%;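 further: 0% = vehicle and 100% = reference inhibitor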
# Target sequence (P9WQA3 whole entry, looked up): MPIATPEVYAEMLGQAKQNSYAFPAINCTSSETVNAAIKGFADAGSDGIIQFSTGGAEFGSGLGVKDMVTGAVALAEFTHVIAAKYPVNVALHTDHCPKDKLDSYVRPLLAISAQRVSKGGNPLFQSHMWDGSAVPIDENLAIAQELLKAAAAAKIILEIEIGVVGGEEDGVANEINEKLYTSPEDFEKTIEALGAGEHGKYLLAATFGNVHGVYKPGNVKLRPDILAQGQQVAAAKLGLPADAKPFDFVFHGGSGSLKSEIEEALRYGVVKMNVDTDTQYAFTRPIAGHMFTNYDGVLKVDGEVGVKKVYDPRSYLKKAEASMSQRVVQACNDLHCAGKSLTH
# GDH-TPI counter: counter-screen for M. tuberculosis FBA inhibitors: GDH-TPI coupled enzymes. GDH-TPI coupled enzyme counterscreen, NADH absorbance. inhibition, % at 4.8 µM. actives 1.2% (n = 360,000). AID 588335; in the data active means inhibition above about 30%;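 further: 0% = DMSO wells and 100% = wells lacking the enzyme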
# Mtb BioA inh: BioA (M. tuberculosis) enzyme inhibition; purified M. tuberculosis BioA enzyme, plate reader; inhibition, % at 9.99 µM; actives 0.096% (n = 360,000); in the data active means inhibition above about 40%; inconclusive means no clear call, values can overlap the other calls
# Starred values were filed as active, the others as inactive; ? = inconclusive; . = not tested or not shown; & = joins results of further samples. Unless noted, no stated cut-off is given here; in the data, active means inhibition above about 30%; inconclusive means no clear call, values can overlap the other calls; inactive means below that.
SMILES,BoNT-F LC inh,BoNT A protease,Anthrax LF inh2,FadD28 binding,UGM FP inh,PfHsp40 yeast,FBA Mtb inh,GDH-TPI counter,Mtb BioA inh
O=C1NC(=O)N(Cc2ccccc2)C(=O)/C1=C\C=C\c1ccco1,-3,-0.6,-2,-0.3,-2.3,0.1,-11,-5,.
O=C(C1=C[C@@H](C2CCCCC2)C[C@@H](OCCCCO)O1)N1CCN(Cc2ccccc2)CC1,-2,0.6,-4,-3.2,0.7,-1.1,-2,-4,2.0&0.0
CCOC(=O)N1CCN(C(=O)c2ccc3c(=O)n(CC4CCCO4)c(=S)[nH]c3c2)CC1 (configuration not stated),14,0.9,2,-1.4,-2.3,0.0,-3,11,0.6
COc1ccc2occ(C(C)=O)c2c1,1,0.1,0,-1.9,1.0,-1.7,-3,15,-0.7
O=C1C2C3c4ccccc4C(c4ccccc43)C2C(=O)N1c1nc(-c2ccccc2)cs1 (configuration not stated),4,-1.0,-2,1.0,0.9,2.2,-1,10,-1.8
CCc1ccccc1NC(=O)COc1ccc(C(=S)N2CCCC2)cc1,-1,0.4,-2,-2.5,-0.9,-1.4,-1,6,.
O=C(C[n+]1ccc(C(=O)c2ccccc2)cc1)Nc1ccc(C(F)(F)F)cc1,-11,-0.4,-1,-1.9,0.6,-0.9,3,4,4.7
O=c1c(-c2ccc(Cl)cc2)coc2c(CN3CCOCC3)c(O)ccc12,-6,0.3,1,-2.1,4.1,0.1,30*,25,0.6
Cc1cc2c(sc3ccccc32)c(C)n1,8,0.9,20,-2.6,-0.1,4.0,0,3,5.6
Cc1cccc(N2C(=O)CC(N3CCN(c4ccccc4)CC3)C2=O)c1 (configuration not stated),-9,-0.4,0,0.0,1.5,0.7,-1,4,1.7
Cc1ccc(C)c(-c2csc(NC(=O)c3c(C)noc3C)n2)c1,-4,-6.8,-3,-1.4,0.1,-1.7,3,3,0.4
CC(=O)Nc1ccc(S(=O)(=O)NCc2ccc(C(=O)NCCN3CCCCCC3)cc2)cc1,-20,-1.4,-1,-3.4,-2.3,0.9,2,8,-2.0
CC(C)(C)OC(=O)C(C)(C)O/N=C(\C(=O)O)c1csc(N)n1,-1,-0.1,-1,-4.1,-2.9,-1.2,-8,-8,.
c1ccc(CCCN2CCN(c3ccccn3)CC2)cc1,-12,-2.7,-2,-0.7,-0.7,-0.8,1,9,0.5
CCOC(=O)CCNC(=O)N1CCCC(C(=O)c2cccc(OC(C)C)c2)C1 (configuration not stated),-33,-1.1,-9,-2.5,-2.2,0.7,-1,7,0.7
CCCNC(=O)C1CCN(S(=O)(=O)c2cccs2)CC1,-2,0.1,-4,-2.6,-1.1,0.5,1,5,.
C#Cc1ccc([C@H]2C=C(C(=O)N3CCOCC3)O[C@@H](OCc3ccc(CO)cc3)C2)cc1,-7,-0.2,-5,-3.0,-1.3,-0.6,2,5,0.5&-0.9
CCOC(=O)c1[nH]c(COC(=O)C2CC(=O)N(Cc3ccccc3)C2)c(C(=O)OCC)c1C (configuration not stated),2,0.1,-4,-1.9,2.0,0.1,-2,-8,0.3
CCc1ccccc1NC(=O)CN(C)C(=O)Cn1cnc2ccc(Cl)cc2c1=O,2,-1.4,-1,-1.6,5.6,-0.6,1,4,.
Cc1nnc(SCC(=O)Nc2cccc([N+](=O)[O-])c2)n1CC1CCCO1 (configuration not stated),31,2.2,4,-2.7,1.7,0.3,-1,4,-0.2
COC(=O)c1sccc1-n1cc2c(c1-c1ccccc1)c(=O)n(C)c(=O)n2C,-8,-1.1,-2,-3.5,.,.,-5,.,-0.1
CS(=O)(=O)NNP(=O)(NNS(C)(=O)=O)NC(=O)c1ccccc1,-6,-0.7,-3,-14,0.8,-1.4,2,3,-2.4
CC(C)CNC(=O)c1cccc(NC(=O)c2ccccc2-c2ccccc2C(=O)O)c1,5,2.8,-6,-2.7,-5.9,-0.7,2,-5,-0.5
O=C(c1ccco1)N1CCN(S(=O)(=O)c2cccc3nsnc23)CC1,2,2.0,-5,0.0,1.9,-0.1,-2,10,-1.5
CCOCCCn1c(SCC(=O)Nc2ccccc2)nc2ccccc2c1=O,-19,-3.3,-10,-2.8,-0.3,1.9,-1,-5,0.6

# Reprinted from the part before: three entries, then new ones.
SMILES,BoNT-F LC inh,BoNT A protease,Anthrax LF inh2,FadD28 binding,UGM FP inh,PfHsp40 yeast,FBA Mtb inh,GDH-TPI counter,Mtb BioA inh
CC(C)CNC(=O)c1cccc(NC(=O)c2ccccc2-c2ccccc2C(=O)O)c1,5,2.8,-6,-2.7,-5.9,-0.7,2,-5,-0.5
O=C(c1ccco1)N1CCN(S(=O)(=O)c2cccc3nsnc23)CC1,2,2.0,-5,0.0,1.9,-0.1,-2,10,-1.5
CCOCCCn1c(SCC(=O)Nc2ccccc2)nc2ccccc2c1=O,-19,-3.3,-10,-2.8,-0.3,1.9,-1,-5,0.6
CN(C)C(=O)CCCCCCCCC(=O)N(C)C,.,.,.,-2.3,-0.4,1.9,2,-2,-0.4
COc1cc(CC(NC(C)=O)C(=O)NC2CCN(c3nc(OC)nc(OC)n3)CC2)cc(OC)c1 (configuration not stated),2,1.4,-2,-1.1,4.5,0.0,0,2,-1.9
COC(=O)c1c(NC(=O)CSc2nnc(-c3ccco3)n2C)sc(C)c1C,-8,-0.6,4,-2.7,5.4,3.5,2,-4,.
COc1ccc(Br)cc1-c1nc(C)c(C(C)=O)n1O,-2,0.5,1,-2.0,1.9,1.2,6,-3,-0.9
O=C(COc1cccc2ccccc12)NNC(=O)Nc1ccccc1,-13,0.1,-10,-3.9,-4.5,0.8,-1,7,-0.2
Cc1ccc(C(=O)Nc2cccc(C(F)(F)F)c2)cc1Nc1cnccn1,1,-0.9,-8,-1.9,0.0,-0.4,-2,8,1.1
NC(=O)C1CCN(C(=O)/C=C/c2cc(Br)ccc2F)CC1,0,-1.3,-8,-3.6,-1.4,-1.2,-7,-10,-1.7
Cc1ccc(O)c(NC(=S)NC(=O)CC(C)C)c1,-4,-0.4,2,-1.8,1.6,0.9,-1,8,.
CN1/C(=C\C=N\NC(=O)c2cccnc2)C(C)(C)c2ccccc21,-4,-1.4,-8,0.8,-2.8,-1.1,0,4,.
COc1ccc(C(=O)N/C(=C/c2ccc(Cl)cc2)C(=O)NCc2ccncc2)cc1,2,2.0,1,-3.5,0.9,-0.4,-1,8,-5.1
CC1CN(S(=O)(=O)c2cccc(C(=O)N(Cc3nnc(-c4ccccc4Cl)o3)C3CC3)c2)CC(C)O1 (configuration not stated),5,4.9,8,-2.5,3.2,0.3,2,9,6.3
CCOc1ncccc1C(=O)OCC(=O)N(CC)c1ccccc1,-9,-1.1,-5,-1.3,-2.9,0.1,-2,-4,-5.8
COc1ccccc1C(=O)N1C(CC(=O)Nc2cc(Cl)ccc2C)C(=O)NC2CCCCC21 (configuration not stated),-6,?,-6,-4.6,0.6,1.0,0,6,0.3
Fc1cccc(Cl)c1/C=N/Nc1c(Cl)cncc1Cl,4,-0.5,-1,-1.0,2.6,1.5,2,12,.
O=C(c1ccco1)N1CCN(Cc2cccc(C(F)(F)F)c2)CC1,-8,-0.1,-2,-5.4,-0.8,-1.6,-1,-1,0.9
O=S(=O)(Nc1cccc(S(=O)(=O)N2CCCCCC2)c1)c1ccccc1,-5,0.5,-2,2.2,-4.4,0.1,-4,5,0.8
CCOC(=O)COc1ccc(-c2nnc(-c3ccccc3)o2)cc1,8,5.1,-19,-2.0,2.9,-0.9,59*,7,-2.1
CCOC(=O)CC1C(=O)NCCN1C(=O)c1ccc(C)cc1 (configuration not stated),-16,-2.0,-2,-0.4,-0.3,-0.1,-1,7,0.0
CN(C)c1oc(COc2ccc(F)cc2)nc1C#N,5,0.7,1,-0.2,1.7,0.0,3,11,-0.7
CCC(C)C(=O)Nc1nc(C)c(-c2csc(Nc3cc(OC)ccc3OC)n2)s1 (configuration not stated),-4,-0.2,6,0.4,-0.6,-1.5,5,19,-2.9
O=C(NNC(=O)OCc1ccccc1)OCc1ccccc1,0,-0.9,3,-0.2,.,-0.3,-2,0,-1.3
CCc1nc(SCc2ccccn2)c2c(=O)n(C)c(=O)n(C)c2n1,2,0.2,2,-2.5,-0.2,0.0,-1,-3,0.7
Cc1cc(Br)cc(Br)c1OCC(=O)NNC(=O)Nc1ccccc1,.,?,?,0.8,1.9,-0.8,1,-1,-1.9
O=C(Nc1cccc(-n2cnnn2)c1)c1ccc(OC(F)(F)F)cc1,3,1.7,0,-6.0,-2.0,0.6,-1,10,-1.7
CCCC(=O)N(c1ccc(OCC)cc1)S(=O)(=O)c1ccc2c3c(cccc13)C(=O)N2C,-6,1.6,2,2.6,-3.6,0.6,3,-13,0.5

# Five entries out of the list, ordered by molecular weight, largest number first:
SMILES,BoNT-F LC inh,BoNT A protease,Anthrax LF inh2,FadD28 binding,UGM FP inh,PfHsp40 yeast,FBA Mtb inh,GDH-TPI counter,Mtb BioA inh
CCC(C)C(=O)Nc1nc(C)c(-c2csc(Nc3cc(OC)ccc3OC)n2)s1 (configuration not stated),-4,-0.2,6,0.4,-0.6,-1.5,5,19,-2.9
COc1ccc(C(=O)N/C(=C/c2ccc(Cl)cc2)C(=O)NCc2ccncc2)cc1,2,2.0,1,-3.5,0.9,-0.4,-1,8,-5.1
COC(=O)c1c(NC(=O)CSc2nnc(-c3ccco3)n2C)sc(C)c1C,-8,-0.6,4,-2.7,5.4,3.5,2,-4,.
CN1/C(=C\C=N\NC(=O)c2cccnc2)C(C)(C)c2ccccc21,-4,-1.4,-8,0.8,-2.8,-1.1,0,4,.
O=C(NNC(=O)OCc1ccccc1)OCc1ccccc1,0,-0.9,3,-0.2,.,-0.3,-2,0,-1.3

# Next part.
SMILES,BoNT-F LC inh,BoNT A protease,Anthrax LF inh2,FadD28 binding,UGM FP inh,PfHsp40 yeast,FBA Mtb inh,GDH-TPI counter,Mtb BioA inh
COc1ccc(NC(=O)CN(C)S(=O)(=O)c2cccs2)cc1,-29,0.8,-1,-2.0,2.1,-1.3,-7,6,3.0
O=c1c2ccccc2nc(COc2ccccc2)n1/N=C/c1cn[nH]c1-c1ccccc1,-3,-0.3,-1,-2.2,-2.2,2.3,-1,0,-1.9
Cc1c(Cl)cccc1NC(=O)C1C2C=CC(C2)C1C(=O)O (configuration not stated),?,1.2,22,-0.6,-0.4,-1.2,-1,-6,-0.4
CCC(CC)NC(=O)CSc1ccc(S(=O)(=O)N2CCCCC2)cn1,20,2.1,4,-0.8,.,1.1,4,4,1.6
Cn1c(SCC(=O)N2CCN(Cc3ccccc3)CC2)nnc1-c1ccncc1,-3,-0.2,-1,-2.3,-0.7,-0.3,1,0,.
CC(=O)Nc1ccc(NC(=O)c2cccc(S(=O)(=O)N3CCCCCC3)c2)cc1,-5,-0.5,-7,-4.4,-0.7,0.5,-2,3,-1.2
CC1(C)CN2C(c3ccc(Cl)cc3)N2C1 (configuration not stated),-1,-0.1,-2,-0.7,1.8,0.6,1,-8,-2.2
CC1=C(C(=O)c2ccccc2)C(c2cn(-c3ccccc3)nc2-c2ccc(Cl)cc2)NC(=S)N1 (configuration not stated),-2,2.0,-5,-4.3,-1.8,-0.6,-4,6,-1.2
COc1ccc(OC)c(S(=O)(=O)N2CCN(c3ccccc3)CC2)c1,?,2.7,-10,-1.5,-1.4,-2.2,-1,10,-0.9
O=C(N=Nc1c(O)[nH]c2ccc(F)cc12)c1ccc(NS(=O)(=O)c2cccs2)cc1,7,0.3,-6,-1.4,2.9,-1.5,1,11,0.7
COc1ccc(S(=O)(=O)N2CCC3(CC2)OCCO3)cc1,-4,0.1,-2,-2.5,-2.6,0.3,0,-3,-2.3
CC(=O)NC(Cc1ccc(F)c(F)c1)C(=O)NC1CCN(C(=O)c2ccc(C)cc2)CC1 (configuration not stated),-4,-1.7,-3,-0.8,-2.9,-1.0,-3,-3,.

# Assay outcomes as filed in PubChem.
